Assay outcomes deposited in PubChem by Broad Institute.
ERAP1 HTS inh: human ERAP1 aminopeptidase inhibitors, primary screen, biochemical, single point, plate reader. Endoplasmic reticulum aminopeptidase 1 (Homo sapiens), Q9NZ08. recombinant ERAP1, Leu-AMC fluorescence, 60 min. inhibition, % at 10.7 µM. 340,000 compounds, 0.15% hits;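 active = mean replicate inhibition of at least 30%, or all replicates individually reaching that 30% level; inactive = mean below 30% and not every replicate reaching it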;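 also: 0% = neutral control wells and 100% = L-leucinethiol positive control wells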
Target sequence (Q9NZ08 whole entry, looked up): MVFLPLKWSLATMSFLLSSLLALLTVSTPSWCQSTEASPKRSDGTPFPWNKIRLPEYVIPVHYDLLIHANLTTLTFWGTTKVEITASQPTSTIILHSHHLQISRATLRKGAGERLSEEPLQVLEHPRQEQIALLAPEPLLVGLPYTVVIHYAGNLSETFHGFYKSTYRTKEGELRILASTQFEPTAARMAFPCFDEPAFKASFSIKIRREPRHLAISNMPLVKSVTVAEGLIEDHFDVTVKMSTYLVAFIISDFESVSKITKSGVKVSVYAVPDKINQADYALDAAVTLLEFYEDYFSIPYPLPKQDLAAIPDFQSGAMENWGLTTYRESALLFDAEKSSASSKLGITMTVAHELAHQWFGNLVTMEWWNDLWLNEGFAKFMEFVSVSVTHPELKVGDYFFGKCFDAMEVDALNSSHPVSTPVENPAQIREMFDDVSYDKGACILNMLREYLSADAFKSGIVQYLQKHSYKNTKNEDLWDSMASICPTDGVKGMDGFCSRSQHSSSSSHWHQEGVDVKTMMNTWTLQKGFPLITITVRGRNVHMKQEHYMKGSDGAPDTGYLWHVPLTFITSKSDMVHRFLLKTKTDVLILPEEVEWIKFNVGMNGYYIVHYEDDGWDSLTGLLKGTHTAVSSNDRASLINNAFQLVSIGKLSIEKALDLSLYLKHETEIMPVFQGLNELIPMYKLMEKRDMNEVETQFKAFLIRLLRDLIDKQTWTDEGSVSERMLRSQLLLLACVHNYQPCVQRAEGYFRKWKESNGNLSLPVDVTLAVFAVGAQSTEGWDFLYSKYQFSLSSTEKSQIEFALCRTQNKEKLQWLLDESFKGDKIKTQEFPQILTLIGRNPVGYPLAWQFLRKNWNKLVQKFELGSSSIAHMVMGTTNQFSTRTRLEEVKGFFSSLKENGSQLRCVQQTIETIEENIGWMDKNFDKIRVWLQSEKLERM
ARNT TACC3 PPI: disruptors of ARNT/TACC3 protein interaction, primary screen, biochemical, AlphaScreen, single concentration; AID 623870, 2012; 390,000 compounds, 0.66% hits; inhibition, % at 9.99 µM; AlphaScreen His-ARNT PAS-B/GST-TACC3 binding, luminescence; TACC3 fragment carries E629A point mutation;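 active = mean inhibition of replicates at least 50% and at least half of replicates each reaching 50%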;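 also: 0% = complete ARNT plus TACC3 wells and 100% = ARNT alone without TACC3; many hits fall short of the cut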
INS-1E GSIS act: GLuc luminescence reporter in INS-1E cells, primary screen for activators of glucose-dependent secretion of insulin | 370,000 compounds, 0.61% hits | AID 743287, 2014 | activation, % at 16.6 µM | INS-1E GLuc reporter insulin secretion, 2-3 h;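 active = lowest replicate activation of at least 40%, so every replicate reaches that level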;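 also: 0% = median of neutral control wells and 100% = median of IBMX positive control wells; some compounds called inactive have numbers as strong as hits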
esBAF inh: Bmi1 luciferase reporter increase in mESCs, primary screen, esBAF inhibitor project, mouse ES cells, Bmi1 luciferase knock-in, single point. 24 h; 100% = twice the neutral-well signal. 350,000 compounds, 2% hits. AID 602393, 2012. reporter increase, % at 12.5 µM; in the data active = activation above about 40%;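 also: 0% = median of the plate's neutral control wells and 100% = double that signal; a rise in the Bmi1 reporter signal indicates esBAF inhibition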
CFTR F508del cor: F508del CFTR correction, initial screen, CFBE line, single point; CFBE cells, YFP halide quenching; stimulated with forskolin plus potentiator P3; % fluorescence drop versus neutral controls; AID 720511, 2013; activity (quench increase), % at 7.58 µM; 350,000 compounds, 0.36% hits;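 active = mean added fluorescence quench of at least 8% versus neutral control, with both replicates also reaching 8%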;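 also: cells transiently co-express mutant CFTR-F508del with the halide-sensitive YFP; corrector assay measuring rescue of mutant channel to the surface after 24 h compound exposure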
RAD52 inh: RAD52 DNA annealing inhibitors, primary screen, biochemical, FRET, single point, set 2; DNA repair protein RAD52 homolog (Homo sapiens), P43351; recombinant RAD52 DNA annealing, FRET fluorescence; inhibition, % at 18.7 µM; 360,000 compounds, 0.46% hits; AID 651710, 2012;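 active = every replicate showing at least 50% inhibition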
XiGFP reactiv: activators of inactive X chromosome reactivation, primary screen, imaging, XiGFP fibroblasts, GFP high-content imaging, set 2. XiGFP mouse fibroblasts, % GFP-positive cells imaging, 3 d; cells co-treated with 5-aza-dC sensitizer; scaled so ellipticine positive control = 100%. activation, % at 7.58 µM. 360,000 compounds, 0.055% hits;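 active = mean normalized replicate activation at least 10% and every replicate at or above 10%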;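 also: 0% = median of on-plate neutral control wells and 100% = ellipticine 6 µM median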
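material = 68-5-11 XiGFP fibroblast line | medium = DMEM plus 5-aza-dC sensitizer | schedule = 3 days compound exposure | benchmarks = positive control ellipticine, 6 µM final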
RAD54 inh: inhibitors of human RAD54 branch migration, primary screen, biochemical, fluorescence, single point. 360,000 compounds, 0.14% hits. AID 602329, 2012. DNA repair and recombination protein RAD54-like (Homo sapiens), Q92698. RAD54 Holliday junction branch migration, FAM/BHQ fluorescence. inhibition, % at 10.4 µM;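 active = mean normalized replicate activity at least 40 and at least half of replicates scoring 40 or more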;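 also: 0% = median of neutral control wells and 100% = median of positive control wells; inhibitors cause a drop in the FAM fluorescence signal; in these data hits start at about 50%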
Active calls of the source: *; nt = not tested or not shown; & = joins results of further samples.

SMILES | ERAP1 HTS inh | ARNT TACC3 PPI | INS-1E GSIS act | esBAF inh | CFTR F508del cor | RAD52 inh | XiGFP reactiv | RAD54 inh
COc1cc(NC(=S)Nc2cccnc2)cc(OC)c1OC | -1 | 4 | -1 | -1 | nt | 0 | nt | 4
Cc1ccccc1CN1CCN(Cc2cc3ccccc3o2)CC1CCO (configuration not stated) | -2 | 0 | -1 | 1 | -0.5 | -14 | 0.3 | -7
COc1ccccc1NC(=S)N1CCN(Cc2ccccc2)CC1 | 2 | -2 | -11 | nt | nt | 18 | -0.1 | nt
CN(CC1CCOCC1)C(=O)CC1C(=O)NCCN1Cc1ccc(-c2ccccc2)cc1 (configuration not stated) | 0 | 5 | -4 | nt | -1.9 | -56 | 0.1 | nt
Cc1ccc(S(=O)(=O)c2nc(S(C)(=O)=O)sc2N2CCC(O)CC2)cc1 | -1 | 1 | 15 | 2 | -0.6 | -4 | 0.0 | -11
COc1ccccc1N1CCN(C(=O)c2[nH]c(C(F)(F)F)nc2-c2ccccc2)CC1 | -2 | nt | 14 | -28 | 1.1 | -15 | 0.7 | 11
O=[N+]([O-])c1ccc(NCCNCCOc2nonc2-c2ccccc2)c([N+](=O)[O-])c1 | 3 | -6 | 5 | -4 | -0.4 | -12 | 0.2 | 5
O=C(Nc1ccc(-n2cccc2)cc1)C1CC1 | -3 | 2 | 2 | nt | -2.9 | -11 | 0.4 | nt
C[C@H](CO)N1C[C@H](C)[C@@H](CN(C)C(=O)Nc2ccccc2)OCc2cnnn2CCCC1=O | -1&1 | -11&-4 | -5 | 5&4 | 1.0&1.3 | -1&-10 | -0.1 | -11&-8
C[C@@H]1CN([C@@H](C)CO)C(=O)CCCn2cc(nn2)CO[C@@H]1CN(C)C(=O)Nc1ccccc1C(F)(F)F | nt | nt | 20 | -1 | 1.4 | nt | -0.3 | nt
CCC/C(=C1/c2ccccc2C(=O)N1c1ccccc1)c1ccc(O[C@@H]2CCCCO2)cc1 | 19 | 3 | -1 | -23 | -2.7 | -40 | -0.1 | 7
NC(CCc1ccccc1)c1csc(Nc2ccc(C(F)(F)F)cn2)n1 (configuration not stated) | -7 | nt | 308* | -6 | 0.7 | -49 | 0.3 | 6

The last five entries of the section above open the next one:
SMILES | ERAP1 HTS inh | ARNT TACC3 PPI | INS-1E GSIS act | esBAF inh | CFTR F508del cor | RAD52 inh | XiGFP reactiv | RAD54 inh
O=C(Nc1ccc(-n2cccc2)cc1)C1CC1 | -3 | 2 | 2 | nt | -2.9 | -11 | 0.4 | nt
C[C@H](CO)N1C[C@H](C)[C@@H](CN(C)C(=O)Nc2ccccc2)OCc2cnnn2CCCC1=O | -1&1 | -11&-4 | -5 | 5&4 | 1.0&1.3 | -1&-10 | -0.1 | -11&-8
C[C@@H]1CN([C@@H](C)CO)C(=O)CCCn2cc(nn2)CO[C@@H]1CN(C)C(=O)Nc1ccccc1C(F)(F)F | nt | nt | 20 | -1 | 1.4 | nt | -0.3 | nt
CCC/C(=C1/c2ccccc2C(=O)N1c1ccccc1)c1ccc(O[C@@H]2CCCCO2)cc1 | 19 | 3 | -1 | -23 | -2.7 | -40 | -0.1 | 7
NC(CCc1ccccc1)c1csc(Nc2ccc(C(F)(F)F)cn2)n1 (configuration not stated) | -7 | nt | 308* | -6 | 0.7 | -49 | 0.3 | 6
Cc1noc(C)c1NC(=O)Nc1cccc2c1O[C@@H](CN(C)C(=O)Nc1c(C)noc1C)[C@@H](C)CN([C@H](C)CO)C2=O | nt | -3 | 10 | -3 | 0.7 | 2 | 0.1 | 5
CCCNC(=O)N1CC2(C1)CN(S(C)(=O)=O)[C@@H](CO)c1c2c2ccc(OC)cc2n1C | 2 | nt | 15 | nt | 0.0 | 7 | 0.0 | nt
COCCNC(=O)C[C@H]1C[C@H]2c3cc(NC(=O)NC4CCCCC4)ccc3O[C@H]2[C@@H](CO)O1 | -2 | -4 | 5 | 1 | -0.9 | 3 | 0.0 | -2
COC(=O)C(CC#Cc1ccc2c(c1)[C@]1(C(=O)N2)[C@H](C(=O)N2CCc3cc(OC)c(OC)cc3C2)[C@H]2C(=O)O[C@H](c3ccccc3)[C@H](c3ccccc3)N2[C@@H]1c1ccc(OCCO)cc1)C(=O)OC | -6 | 23 | nt | nt | 2.0 | -164 | nt | -11
CCOCCCNC(=O)c1cc(Cl)c(NC(=O)C2=C(C)OCCS2)cc1OC | 0 | 2 | 27 | 0 | nt | -6 | 0.0 | -8
CCN(C[C@@H]1[C@@H](c2ccccc2)[C@H](CO)N1S(C)(=O)=O)C(=O)C1CC1 | -2 | -11 | 7 | 3 | -0.7 | -10 | 0.2 | 1
O=C1CCCN1CCCNS(=O)(=O)c1cccc(F)c1 | 2 | -1 | 1 | 0 | 1.7 | -4 | 0.1 | 2
Cc1cc(C)nc(N2CCCC(C(=O)NCc3ccc4c(c3)OCO4)C2)n1 (configuration not stated) | 1 | -2 | 3 | nt | -2.3 | -19 | 0.1 | nt
N/C(=N\OC(=O)COc1ccccc1)c1cccnc1 | nt | -2 | 1 | nt | -0.1 | -11 | 0.1 | nt
Cc1[nH]nc(N)c1-c1ccc(Cl)cc1 | 1 | 10 | -3 | nt | 2.1 | -1 | 0.0 | nt
CC(C)(C)c1ccc(NNC(=O)C2CCC2)cc1 | -5 | -3 | -45 | nt | -2.1 | -2 | 0.0 | -1
COC(=O)c1cnn2c(C(F)(F)F)cc(-c3ccco3)nc12 | 8 | 5 | 1 | -15 | nt | -27 | nt | -12
CNc1nc(Nc2ccc([N+](=O)[O-])cc2)nc(OCC(F)(F)F)n1 | -1 | 5 | 2 | -7 | 0.9 | -12 | 0.0 | -9
CN(C)C(=S)N=c1ssc(=S)n1Cc1cccnc1 | -1 | -12 | 3 | nt | -1.2 | -12 | 0.1 | nt
COc1ccc(S(=O)(=O)N(C)C[C@@H]2OCCCC[C@H](C)Oc3ccc(NS(=O)(=O)c4cccs4)cc3C(=O)N([C@H](C)CO)C[C@H]2C)cc1 | 1 | 1 | 2 | -7 | 0.8 | -58 | 0.0 | -2
CCN(CC)CCCNC(=S)N(Cc1cccnc1)Cc1cc2cccc(C)c2[nH]c1=O | -2 | nt | 1 | nt | 0.3 | -4 | -0.1 | nt
COc1ccc([C@@H]2C[C@@H](c3ccccc3)Oc3cc(OC)cc(OC)c32)cc1 | nt | -2 | -3 | -7 | 3.9 | nt | 0.8 | -7
CN(Cc1ccccc1)C(=O)c1ccc(NC(=O)Cc2cccc(NC(=O)C3CCCN(C(=O)C4CCC4)C3)c2)cc1 (configuration not stated) | nt | -8 | 34 | -2 | -1.8 | -19 | -0.4 | 1
COc1cccc(NC(=O)c2cccc(N3C(=O)C4C5C=CC(C5)C4C3=O)c2)c1 (configuration not stated) | -4 | -7 | -1 | 7 | 0.4 | 0 | 0.3 | -2
Cc1cc(C)cc(NC(=S)N2CCCC2)c1 | 2 | -6 | -5 | -7 | -1.6 | -4 | 0.0 | 5
COCCCN1C(=O)c2ccc(C(=O)Nc3ccc(C)cc3C)cc2C1=O | 0 | -2 | 4 | 12 | 2.3 | -15 | 0.0 | -30
CCCNC(=O)C(=O)Nc1cc2c3c(c1)CCC(=O)N3CCC2 | 1 | -2 | 5 | -8 | 1.1 | -13 | 0.0 | -7
Cc1ccc(S(=O)(=O)N[C@H]2CC[C@H](CCn3cc(C4(O)CCCC4)nn3)O[C@@H]2CO)cc1 | 2 | -3 | 3 | 5 | 1.3 | -3 | 0.1 | -3
O=C(Nc1ccc(Cl)c(Cl)c1)N[C@H]1CC[C@@H](CCn2cc(C3CC3)nn2)O[C@@H]1CO | -2 | 2 | -12 | 9 | 0.4 | 2 | 0.3 | -2
COc1ccc(C#Cc2ccc3c(c2)[C@H]2[C@H](CCN2C(=O)c2ccncc2)[C@@H](CO)N3)cc1 | 0 | nt | -8 | nt | 0.1 | 51* | 0.0 | nt
COC(=O)C1=CO[C@@H](O[C@@H]2O[C@H](CO)[C@@H](O)[C@H](O)[C@H]2O)[C@H]2[C@@H]1C(=O)C[C@@H]2C | 1 | -1 | -2 | 3 | 3.2 | -12 | 0.0 | -1
CCCCOc1ccc(C(=O)NN2CCN(C)CC2)cc1 | nt | -2 | 9 | 5 | nt | nt | 1.2 | -2
O=C(COc1ccc2c3c(c(=O)oc2c1)CCC3)NCCCN1CCOCC1 | -6 | 2 | 2 | 0 | 1.4 | -9 | 0.0 | 2
C[n+]1cccc(C(=O)O)c1 | -3 | -5 | nt | -4 | 6.5 | -20 | 0.3 | 19
CC(=O)N1[C@@H](CO)[C@@H](c2ccccc2)[C@@H]1CN(C)C(=O)CN1CCOCC1 | -1 | -8 | 9 | -1 | 1.4 | -18 | 0.0 | -1
C[C@@H]1CN([C@H](C)CO)C(=O)c2cc(NS(=O)(=O)c3cccs3)ccc2O[C@H]1CN(C)Cc1ccc(Cl)c(Cl)c1 | 0 | -5 | -29 | -4 | -0.6 | -4 | -0.1 | 0
C[C@@H]1CN([C@H](C)CO)C(=O)Cc2cc(NC(=O)Cc3ccccc3)ccc2O[C@H]1CN(C)Cc1ccc(C(=O)Nc2ccccc2N)cc1 | 1 | nt | 6 | nt | 1.4 | 18 | 0.4 | nt
COc1cccc(-c2ccc3n(c2=O)C[C@H]2[C@H](CO)[C@@H](C(=O)NC4CCC4)[C@@H]3N2C)c1 | 4 | -25 | 17 | 0 | 0.8 | -5 | 0.3 | 0
CCCCNC(=O)C[C@H]1C[C@@]2(C(=O)OC)C(=C[C@H](C(C)(C)C)O[C@@H]2C)N(Cc2ccc3c(c2)OCO3)C1=O | 0 | nt | -23 | nt | 0.9 | -10 | -0.1 | nt
Cc1cccc(C(=O)OCC(=O)Nc2sc3c(c2C#N)CCC3)c1 | nt | -2 | 41 | nt | nt | nt | 0.0 | -3
O=C(CN1C(=O)COc2ccccc21)NCCC1=CCCCC1 | 2 | 1 | 0 | -5 | 1.8 | -6 | nt | 2

RAD52 inh, hit marks shown above.
Molecule | ERAP1 HTS inh | ARNT TACC3 PPI | INS-1E GSIS act | esBAF inh | CFTR F508del cor | RAD52 inh
COc1ccc(C#Cc2ccc3c(c2)[C@H]2[C@H](CCN2C(=O)c2ccncc2)[C@@H](CO)N3)cc1 | 0 | nt | -8 | nt | 0.1 | 51*
